ERAP1 HTS inh: ERAP1 (human) enzyme inhibition; AID 652197; 340,000 compounds, 0.15% hits; recombinant ERAP1, Leu-AMC fluorescence, 60 min; inhibition, % at 10.7 µM; Q9NZ08;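 active means mean replicate inhibition of at least 30%, or all replicates individually reaching that 30% level; inactive means mean below 30% and not every replicate reaching it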;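 further: 0% = neutral control wells and 100% = L-leucinethiol positive control wells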
GSIS activator: primary screen for activators of insulin secretion dependent on glucose, INS-1E cells, GLuc reporter luminescence; INS-1E GLuc reporter insulin secretion, 2-3 h; activation, % at 16.6 µM; 370,000 compounds, 0.61% hits;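 active means lowest replicate activation of at least 40%, so every replicate reaches that level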;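 further: 0% = median of neutral control wells and 100% = median of IBMX positive control wells; some compounds called inactive have numbers as strong as hits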
RAD54 branch: blocks human RAD54 Holliday junction branch migration. FAM/BHQ fluorescence. 360,000 compounds, 0.14% hits. inhibition, % at 10.4 µM. AID 602329;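 active means mean normalized replicate activity at least 40 and at least half of replicates scoring 40 or more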;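 further: 0% = median of neutral control wells and 100% = median of positive control wells; inhibitors cause a drop in the FAM fluorescence signal; in these data hits start at about 50%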
Xi reactivation: activators of X-chromosome reactivation in mouse fibroblasts. XiGFP mouse fibroblasts, % GFP-positive cells imaging, 3 d; cells co-treated with 5-aza-dC sensitizer; scaled so ellipticine positive control = 100%. activation, % at 7.58 µM. 360,000 compounds, 0.055% hits. AID 743238;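 active means mean normalized replicate activation at least 10% and every replicate at or above 10%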;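 further: 0% = median of on-plate neutral control wells and 100% = ellipticine 6 µM median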
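System: XiGFP fibroblasts, SV40-immortalized. Medium: DMEM plus 5-aza-dC sensitizer. Doses: single point. Timing: 3 d treatment, 15 min room-temperature fixation. Control set: ellipticine 6 µM.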
esBAF inh: blocks esBAF chromatin remodeling in mouse ES cells | Bmi1-luciferase knock-in reporter, 24 h; 100% = twice the neutral-well signal | reporter increase, % at 12.5 µM | 350,000 compounds, 2% hits; in the data active means activation above about 40%;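 further: 0% = median of the plate's neutral control wells and 100% = double that signal; a rise in the Bmi1 reporter signal indicates esBAF inhibition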
ARNT-TACC3 inh: ARNT/TACC3 interaction disruption; Q9Y6A5; inhibition, % at 9.99 µM; AID 623870; 390,000 compounds, 0.66% hits; AlphaScreen His-ARNT PAS-B/GST-TACC3 binding, luminescence; TACC3 fragment carries E629A point mutation;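 active means mean inhibition of replicates at least 50% and at least half of replicates each reaching 50%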;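 further: 0% = complete ARNT plus TACC3 wells and 100% = ARNT alone without TACC3; many hits fall short of the cut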
RAD52 anneal inh: RAD52 (human) annealing inhibition; P43351; inhibition, % at 18.7 µM; 360,000 compounds, 0.46% hits; recombinant RAD52 DNA annealing, FRET fluorescence;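 active means every replicate showing at least 50% inhibition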
Target sequence (P43351 whole entry, looked up): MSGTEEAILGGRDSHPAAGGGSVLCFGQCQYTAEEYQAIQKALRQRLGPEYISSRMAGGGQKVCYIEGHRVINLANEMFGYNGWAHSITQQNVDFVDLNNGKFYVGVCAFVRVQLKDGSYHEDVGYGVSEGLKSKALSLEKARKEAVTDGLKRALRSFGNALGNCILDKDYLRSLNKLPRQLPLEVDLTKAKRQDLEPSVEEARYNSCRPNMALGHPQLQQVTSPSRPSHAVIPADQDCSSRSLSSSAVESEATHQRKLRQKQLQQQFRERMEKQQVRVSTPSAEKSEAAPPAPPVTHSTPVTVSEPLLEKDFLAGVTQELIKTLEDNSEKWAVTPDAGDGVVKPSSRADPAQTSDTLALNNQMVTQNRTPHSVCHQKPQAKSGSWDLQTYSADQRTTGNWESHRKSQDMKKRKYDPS
CFTR F508del cor: CFTR F508del correction in bronchial cells; CFBE cells, YFP halide quenching; stimulated with forskolin plus potentiator P3; % fluorescence drop versus neutral controls; activity (quench increase), % at 7.58 µM; 350,000 compounds, 0.36% hits;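 active means mean added fluorescence quench of at least 8% versus neutral control, with both replicates also reaching 8%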;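 further: cells transiently co-express mutant CFTR-F508del with the halide-sensitive YFP; corrector assay measuring rescue of mutant channel to the surface after 24 h compound exposure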
The depositor's hits bear a star; · = not tested or not shown; & = joins results of further samples.

mol,ERAP1 HTS inh,GSIS activator,RAD54 branch,Xi reactivation,esBAF inh,ARNT-TACC3 inh,RAD52 anneal inh,CFTR F508del cor
COc1cccc(C(=O)Nc2ccc3c(c2)C(=O)N(C)[C@@H]2CC[C@@H](CC(=O)NCc4ccccc4F)O[C@H]2CO3)c1,·,-7,·,0.3,2,·,·,-2.1
CC1(C(=O)NS(=O)(=O)c2ccc(F)cc2F)CCN1C(=O)Cc1ccc(Cl)cc1Cl (stereo unspecified),15,6,0,0.2,-4,·,-10,-4.2
CC1Cc2cc(S(=O)(=O)N3CCC(C(N)=O)CC3)ccc2N1C(=O)C1CC1 (stereo unspecified),-3,26,·,0.0,-4,3,6,0.6
Cc1cc(C(=O)COC(=O)/C=C/c2cccc(Br)c2)c(C)n1C,-1,-3,2,0.0,·,1,-5,3.3
CCN1[C@@H]2c3ccc(-c4cccnc4)c(=O)n3C[C@@H]2[C@@H](CO)[C@@H]1C(=O)NCc1ccccc1,2,1,3,0.4,2,-13,0,0.5
COC(=O)[C@]12C[C@H](CC(=O)NCCCN3CCCC3=O)C(=O)N(Cc3ccc4c(c3)OCO4)C1=C[C@H](COCc1ccccc1)O[C@@H]2C,3,-22,·,0.0,·,·,-1,0.9
O=C(O)CCC(=O)Nc1ccc(-c2nnc(-c3ccco3)o2)cc1,0,-9,-28,0.1,8,28,-12,2.1
Cc1ccc2c(c1)C1CN(C)CCC1N2S(=O)(=O)c1ccc(C(C)C)cc1 (stereo unspecified),2,·,-9,0.0,-1,4,-14,-2.4
COCC(=O)N(C)C[C@H]1Oc2ncc(-c3ccc(C)cc3)cc2C(=O)N([C@H](C)CO)C[C@H]1C,1,-4,-9,-1.4,1,-10,-2,0.8
Cc1ccccc1C(=O)Nc1nnc(SC(C)C)s1,-2,5,·,-0.8,·,-3,-3,2.9
Cc1cc(NC(=O)C2CC(=O)N(c3cccc(C)c3C)C2)no1 (stereo unspecified),0,24,-1,0.3,1,2,-3,1.1
CCN1CCN(C(c2cccs2)C(C)NC(=O)c2cccc(OC)c2)CC1 (stereo unspecified),-2,·,11,-0.4,9,1,-6,1.8
CSc1ccc(/C=C/C(=O)N2CCN(c3ccccn3)CC2)cc1,-4,12,-2,0.4,·,-12,-25,2.8
COc1ccc(N2C(=O)CC(N3CCN(c4ccc(Cl)cc4)CC3)C2=O)cc1 (stereo unspecified),-1,-7,4,0.0,0,0,-3,-1.9
CCN(C(=O)CSc1nc2ccccc2c(=O)n1-c1ccc(C)cc1)C1CCS(=O)(=O)C1 (stereo unspecified),1,-4,·,0.0,·,5,-14,1.3
CC(C)c1ccc(NC(=O)COC(=O)CCC(=O)c2cccs2)cc1,-5,6,8,0.0,·,0,-17,-1.1
CC(O)CNCCNCc1cccs1 (stereo unspecified),4,-4,-5,0.2,·,0,-18,1.3
CO[C@@H]1CN(C)C(=O)c2ccc(NC(=O)Cc3ccccc3)cc2OC[C@@H](C)N(C)C[C@H]1C,-1,-2,-2,0.0,-8,16,2,-1.8
CCOc1ccccc1Nc1ncnc2ccc(Br)cc12,0,9,·,0.2,·,·,-9,3.9
C[C@@H]1CN([C@@H](C)CO)C(=O)c2cc(NC(=O)Cc3cn(C)c4ccccc34)ccc2O[C@@H]1CN(C)S(=O)(=O)c1ccc(Cl)cc1,0,-3,-3,-0.5,0,-19,4,4.0
CN1C(=O)c2cc(NC(=O)c3cccc(C(F)(F)F)c3)ccc2OC[C@@H]2O[C@H](CC(=O)NCCN3CCCC3)CC[C@H]21,5,1,-6,0.0,-1,-5,5,-0.7
CC1=C(C(=O)N2CCCCCC2)CC(CC(=O)NC2CCCC2)C(=O)N1CCC1=CCCCC1 (stereo unspecified),1,-41,·,0.1,·,·,-19,0.9
CC(NC(=O)CN1CCCC1)C12CC3CC(CC(C3)C1)C2 (stereo unspecified),·,21,8,·,3,18,·,·
O=C1CNC[C@H]2[C@H](c3ccc(C#CC4CCCC4)cc3)[C@@H](CO)N12,1,5,·,0.2,·,·,-10,-0.8
CC1CCC(N2CCN(c3ncccn3)CC2)CC1 (stereo unspecified),·,7,12,·,-1,-2,·,·
CCC(C)NC(=S)N1CCN(Cc2ccccc2)CC1 (stereo unspecified),-4,9,3,0.1,-7,3,-10,-0.1
CCNC(=O)c1ccc(NC(=O)CC2SC(N3CCCCC3)=NC2=O)cc1 (stereo unspecified),-1,-2,1,0.0,-1,5,1,-0.3
CC(C)CC(NC(N)=O)C(=O)NCc1ccccc1Cl (stereo unspecified),-1,5,·,0.2,·,-3,-15,0.4
O=C(C1=C[C@H](c2coc3ccccc3c2=O)C[C@H](OCc2ccc(CO)cc2)O1)N1CCOCC1,0,-4,-4&-1,0.0,-2,17&-2,-1&-11,0.2&1.0
N#C[C@@H]1[C@H](c2ccc(-c3ccccc3F)cc2)[C@H](CO)N1C(=O)Cc1ccccc1,4,-10,8,0.1,5,-8,-102,-1.2

Later entries:
Short keys: A = ERAP1 HTS inh; B = GSIS activator; C = RAD54 branch; D = Xi reactivation; E = esBAF inh; F = ARNT-TACC3 inh; G = RAD52 anneal inh; H = CFTR F508del cor
CC(=O)Oc1ccc(N(C(C)=O)S(=O)(=O)c2ccc(Cl)cc2)c2ccccc12
  A: 3; B: -9; C: 6; D: 0.1; E: -9; F: 5; G: -16; H: -1.6

COC(=O)c1ccc(C)c(NS(=O)(=O)c2cn(C)nc2C)c1
  A: 3; B: 13; C: -1; D: -0.1; E: 2; F: -8; G: 7; H: 3.4

C[C@@H]1CCCCO[C@@H](CN(C)Cc2ccc(Cl)c(Cl)c2)[C@H](C)CN([C@H](C)CO)C(=O)c2cc(NS(=O)(=O)c3ccccc3)ccc2O1
  A: -5; B: -29; C: 2; D: 0.0; E: 4; F: 9; G: 0; H: -0.1

Cc1cc(C)cc(NC(=O)N2CCCN(Cc3c(F)cccc3Cl)CC2)c1
  A: -2; B: -5; C: 7; D: 0.0; E: -2; F: -1; G: -5; H: 3.3

C/C=C/c1ccc2c(c1)O[C@H](CN(C)C(=O)CN1CCOCC1)[C@@H](C)CN([C@@H](C)CO)S2(=O)=O
  A: -2; B: 4; C: -7; D: -0.8; E: -6; F: -5; G: 11; H: 1.3

CC(Nc1ccc(S(=O)(=O)N2CCN(C)CC2)cc1[N+](=O)[O-])c1ccccc1 (stereo unspecified)
  A: -1; B: 17; C: 1; D: -0.1; E: ·; F: 13; G: -10; H: 3.8

O=C(Nc1ccc(CN2CCCCC2)cc1)c1cc(Br)ccc1Cl
  A: -8; B: 5; C: ·; D: 0.0; E: ·; F: 2; G: -1; H: -3.7

CC(C)NC(=O)Nc1ccc2c(c1)C(=O)N([C@@H](C)CO)C[C@@H](C)[C@H](CN(C)C(=O)Nc1ccc(C(F)(F)F)cc1)OCCCC[C@@H](C)O2
  A: -3; B: 11; C: -6; D: 0.0; E: 0; F: 2; G: -8; H: 4.8

C[C@H]1CCCCO[C@H](CN(C)S(C)(=O)=O)[C@@H](C)CN([C@@H](C)CO)C(=O)c2cc(NC(=O)C3CCCCC3)ccc2O1
  A: -1; B: -1; C: -6; D: -1.0; E: -14; F: 1; G: 2; H: 0.3

COc1ccc(N2CCN(c3cc(C)c4ccccc4n3)CC2)cc1
  A: -2; B: -6; C: 6; D: 0.2; E: -1; F: 29; G: -8; H: 2.8

12 compounds out of the list, sorted by formula weight, low to high:
Short keys: A = ERAP1 HTS inh; B = GSIS activator; C = RAD54 branch; D = Xi reactivation; E = esBAF inh; F = ARNT-TACC3 inh; G = RAD52 anneal inh; H = CFTR F508del cor
CCC(C)NC(=S)N1CCN(Cc2ccccc2)CC1 (stereo unspecified)
  A: -4; B: 9; C: 3; D: 0.1; E: -7; F: 3; G: -10; H: -0.1

COC(=O)c1ccc(C)c(NS(=O)(=O)c2cn(C)nc2C)c1
  A: 3; B: 13; C: -1; D: -0.1; E: 2; F: -8; G: 7; H: 3.4

COc1ccc(N2CCN(c3cc(C)c4ccccc4n3)CC2)cc1
  A: -2; B: -6; C: 6; D: 0.2; E: -1; F: 29; G: -8; H: 2.8

CCNC(=O)c1ccc(NC(=O)CC2SC(N3CCCCC3)=NC2=O)cc1 (stereo unspecified)
  A: -1; B: -2; C: 1; D: 0.0; E: -1; F: 5; G: 1; H: -0.3

Cc1cc(C)cc(NC(=O)N2CCCN(Cc3c(F)cccc3Cl)CC2)c1
  A: -2; B: -5; C: 7; D: 0.0; E: -2; F: -1; G: -5; H: 3.3

N#C[C@@H]1[C@H](c2ccc(-c3ccccc3F)cc2)[C@H](CO)N1C(=O)Cc1ccccc1
  A: 4; B: -10; C: 8; D: 0.1; E: 5; F: -8; G: -102; H: -1.2

CC(Nc1ccc(S(=O)(=O)N2CCN(C)CC2)cc1[N+](=O)[O-])c1ccccc1 (stereo unspecified)
  A: -1; B: 17; C: 1; D: -0.1; E: ·; F: 13; G: -10; H: 3.8

CC(=O)Oc1ccc(N(C(C)=O)S(=O)(=O)c2ccc(Cl)cc2)c2ccccc12
  A: 3; B: -9; C: 6; D: 0.1; E: -9; F: 5; G: -16; H: -1.6

O=C(C1=C[C@H](c2coc3ccccc3c2=O)C[C@H](OCc2ccc(CO)cc2)O1)N1CCOCC1
  A: 0; B: -4; C: -4&-1; D: 0.0; E: -2; F: 17&-2; G: -1&-11; H: 0.2&1.0

C[C@H]1CCCCO[C@H](CN(C)S(C)(=O)=O)[C@@H](C)CN([C@@H](C)CO)C(=O)c2cc(NC(=O)C3CCCCC3)ccc2O1
  A: -1; B: -1; C: -6; D: -1.0; E: -14; F: 1; G: 2; H: 0.3

CC(C)NC(=O)Nc1ccc2c(c1)C(=O)N([C@@H](C)CO)C[C@@H](C)[C@H](CN(C)C(=O)Nc1ccc(C(F)(F)F)cc1)OCCCC[C@@H](C)O2
  A: -3; B: 11; C: -6; D: 0.0; E: 0; F: 2; G: -8; H: 4.8

C[C@@H]1CCCCO[C@@H](CN(C)Cc2ccc(Cl)c(Cl)c2)[C@H](C)CN([C@H](C)CO)C(=O)c2cc(NS(=O)(=O)c3ccccc3)ccc2O1
  A: -5; B: -29; C: 2; D: 0.0; E: 4; F: 9; G: 0; H: -0.1

Further compounds.
Short keys: A = ERAP1 HTS inh; B = GSIS activator; C = RAD54 branch; D = Xi reactivation; E = esBAF inh; F = ARNT-TACC3 inh; G = RAD52 anneal inh; H = CFTR F508del cor
C[C@@H]1CCCCO[C@H](CN(C)CC2CCCCC2)[C@@H](C)CN([C@@H](C)CO)C(=O)c2cc(NS(=O)(=O)c3cccs3)ccc2O1
  A: 0; B: -3; C: 13; D: 0.0; E: 6; F: 9; G: 29; H: 4.4

CN1C(=O)COc2ccc(C(=O)c3ccccc3C(=O)O)cc21
  A: ·; B: 17; C: -4; D: 0.3; E: -4; F: 3; G: ·; H: ·

CC1=NN(C(C#N)c2ccccc2O)C(C)(C)C1 (stereo unspecified)
  A: 6; B: 16; C: ·; D: -0.1; E: ·; F: 8; G: -8; H: -2.0

CCCCN1C(=O)C(CC(=O)NCc2cccs2)CC(C(=O)N(C(C)C)C(C)C)=C1C (stereo unspecified)
  A: ·; B: 13; C: 2; D: 0.0; E: 1; F: ·; G: -6; H: -0.2

C[C@@H]1CN([C@H](C)CO)C(=O)c2cccc(NC(=O)Nc3ccc(F)cc3)c2O[C@@H]1CN(C)Cc1ccncc1
  A: -3; B: 21; C: 19; D: -0.2; E: -1; F: ·; G: -19; H: -2.0

CCOc1cc(/C=C/C(=O)O)ccc1OCc1ccccc1
  A: 1; B: 17; C: -15; D: 0.0; E: ·; F: -6; G: -16; H: -2.5

CCOc1ccc(N(CC(=O)NCc2ccc(OC)cc2)C(=O)CCC(=O)Nc2nccs2)cc1
  A: 2; B: 6; C: 7; D: 0.1; E: -4; F: -3; G: -14; H: 2.5

CC(=O)N(c1ccccc1C)c1ccccc1C
  A: -1; B: 27; C: -4; D: -0.1; E: -2; F: 5; G: -14; H: 5.5
